Compound activity from PubChem BioAssay.
Rab9 promoter act: activators of Rab9 promoter. Huh7 Rab9 promoter-luciferase reporter, luminescence, 24 h. Potency, µM (titrated, usually from 9.22 µM), without a hit: top-dose activation, negative = inhibition, most hits filed as activators. hit rate 2.8% among 320,000; note: potency is the fitted concentration of half-maximal effect; % of control where 0% means no effect; nearly all actives have a fitted effect of over 60% in size
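Quantitative HTS format; Huh7 Rab9-luciferase reporter cells (1500/well) receive compound 2 h post-plating, incubate 24 h at 37 °C, then get luciferase reagent for 10 min before luminescence reading.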
Menin MLL FP TR: menin-MLL binding inhibition, Texas Red mutant peptide. O00255. Menin + Texas Red MLL mutant peptide, fluorescence polarization. Potency, µM (doses to about 61.6 µM), inactives show at the top dose FP activity change, negative = inhibition, hits mostly inhibitors. hit rate 0.23% among 270,000; active = well fitted inhibition curve with a large enough effect in the polarisation, with a control signal flat, not every such curve was filed as active; inconclusive = small, poorly fitted or top-dose-only effect, or effect the other way, or a change in a side signal; inactive = no such curve, though single readings can be large or run the other way; the % refers to the polarisation; note: potency is the fitted concentration of half-maximal effect; % of control where 0% means no effect; many of its hits are not listed in these tables
Target sequence (O00255 whole entry, looked up): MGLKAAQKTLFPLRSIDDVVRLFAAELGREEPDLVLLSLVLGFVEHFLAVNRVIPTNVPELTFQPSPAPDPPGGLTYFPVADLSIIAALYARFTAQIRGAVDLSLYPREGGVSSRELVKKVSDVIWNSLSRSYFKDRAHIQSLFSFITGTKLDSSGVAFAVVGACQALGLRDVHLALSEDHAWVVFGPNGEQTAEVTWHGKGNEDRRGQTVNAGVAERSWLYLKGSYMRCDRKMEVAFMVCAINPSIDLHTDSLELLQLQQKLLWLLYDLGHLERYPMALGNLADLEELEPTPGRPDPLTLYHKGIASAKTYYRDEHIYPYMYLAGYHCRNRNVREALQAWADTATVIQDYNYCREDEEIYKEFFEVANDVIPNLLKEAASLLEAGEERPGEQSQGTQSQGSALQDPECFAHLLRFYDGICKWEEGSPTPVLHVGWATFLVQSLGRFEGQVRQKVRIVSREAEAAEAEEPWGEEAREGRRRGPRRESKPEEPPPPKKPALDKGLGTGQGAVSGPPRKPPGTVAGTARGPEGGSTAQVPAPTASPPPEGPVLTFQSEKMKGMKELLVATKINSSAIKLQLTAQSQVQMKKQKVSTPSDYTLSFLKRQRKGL
Mito fusion act: mitochondrial division inhibition or fusion activation. Potency, µM (series often up to 46.1 µM), for the others: top-dose growth rescue (activation), usual class: activators. hit rate 0.23% among 320,000. AID 485298. S. cerevisiae fusion-defective mutant growth rescue, CellTiterGlo 48 h;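 note: potency is the fitted concentration of half-maximal effect; % of control where 0% means no effect; nearly all actives have a fitted effect of over 45% in size; temperature-sensitive fusion mutants such as fzo1-1 at 37 °C on non-fermentable ethanol glycerol medium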
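Yeast fusion mutant, YPEG (non-fermentable carbon), compound, 48 h at 37C non-permissive; CellTiterGlo added, 10 min RT, luminescence read. Rescued growth = division inhibition.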
RORgamma inh: inhibitors of mouse ROR gamma transcriptional activity; Drosophila S2 Gal4-RORgamma UAS-luciferase reporter, 20 h; Potency, µM (highest dose often 53.6 µM), without a hit: at the top dose activity change, negative = inhibition, usual class: inhibitors; hit rate 5.4% among 310,000; note: potency is the fitted concentration of half-maximal effect; % is set by controls: 0 for no effect and ±100 for the full control effect; nearly all actives have a fitted effect of over 60% in size
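Using a luciferase readout, inhibitors were identified by reduced reporter activity in Drosophila cells coexpressing a copper-inducible Gal4–ROR gamma fusion and UAS-driven Photinus luciferase, incubated 20 hr after 700 uM copper sulfate.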
PKM2 act: increases activity of human pyruvate kinase M2 | purified PKM2, Kinase-Glo ATP luminescence, activation; response scale: 0% is enzyme alone, no compound | Potency, µM (highest dose often 57.5 µM), inactives show at the highest dose activation, most hits filed as activators | hit rate 0.34% among 260,000 | AID 1631; note: potency is the fitted concentration of half-maximal effect; % is set by controls: 0 for no effect and ±100 for the full control effect; nearly all actives have a fitted effect of over 55% in size
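ATP formation by purified human PK-M2, quantified via coupled luciferase luminescence after 1 h at room temperature with 0.1 mM ADP and 0.5 mM PEP final.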
ELG1 repair inh: blocks ELG1-dependent DNA repair in HEK293T cells. HEK293T ELG1-luciferase reporter, luminescence, 16 h; DNA damage induced by 5-fluorouridine. Potency, µM (top dose mostly 46.1 µM), for inactives: at the highest dose activity change, negative = inhibition, most hits filed as inhibitors. hit rate 2.3% among 330,000; note: potency is the fitted concentration of half-maximal effect; % is set by controls: 0 for no effect and ±100 for the full control effect; nearly all actives have a fitted effect of over 55% in size
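Reporter activity after DNA damage by 5-fluorouridine is monitored. Compound-treated cells incubate 16 hr at 37 °C, then ONE-Glo is added for 30 min before luminescence reading.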
FLuc counter: inhibits or activates purified firefly luciferase, miR-21 counter-screen; Potency, µM (doses to about 57.5 µM), inactives show top-dose activity change, negative = inhibition, hits mostly inhibitors; P08659; purified FLuc, Km substrates, luminescence inhibition; hit rate 6.9% among 360,000;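 note: potency is the fitted concentration of half-maximal effect; plate controls were vehicle for no effect and reference inhibitor for full effect; nearly all actives have a fitted effect of over 55% in size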
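Purified P. pyralis luciferase, 10 nM final, with Km-level 10 uM D-luciferin and 10 uM ATP in 50 mM Tris acetate pH 7.5, 10 mM Mg acetate, 0.01% Tween-20, 0.05% BSA; 6-point qHTS titration about 60 µM downward; luminescence read.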
VP16 counter: counter-screen for ROR gamma inhibitors: Gal4-VP16 reporter. Drosophila S2 Gal4-VP16 UAS-luciferase, luminescence, 20 h. Potency, µM (series often up to 53.6 µM), without a hit: top-dose activity, negative = inhibition, most hits filed as inhibitors. hit rate 3.5% among 310,000. AID 2546;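 note: Gal4-VP16 expression switched on by copper sulfate through the metallothionein promoter; potency is the fitted concentration of half-maximal effect; % is set by controls: 0 for no effect and ±100 for the full control effect; nearly all actives have a fitted effect of over 50% in size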
KCNH2 3.1 inh: KCNH2 3.1 (human) potassium channel inhibition; U2OS KCNH2 3.1, thallium flux FluxOr; stronger effect = lower value; activity change, % (tested at about 1.8 µM); hit rate 0.95% among 340,000; AID 720553;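 active = maximum activity change below -70%; inconclusive = maximum activity change from -70% to -50%; inactive = maximum activity change above -50%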;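 note: thallium influx rate constant from kinetic fluorescence after stimulation buffer; % is set by controls: 0 for no effect and ±100 for the full control effect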
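Normalized rate constant (relative to positive and negative DMSO controls) derived from a 2 min kinetic fluorescence read after stimulation; U2OS cells expressing the 3.1 isoform via virus at 1.77 x 10^8 /mL.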
MBNL1 CUG block: MBNL1-poly(CUG) RNA binding inhibition | Q9NR56 | TR-FRET MBNL1-His/biotin-(CUG)12 binding, 665/545 ratio | Potency, µM (top dose mostly 57.5 µM), for the others: top-dose activity change, negative = inhibition, actives largely listed as inhibitors | hit rate 0.036% among 280,000 | AID 2675; active = well fitted inhibition curve with a large enough effect in the signal ratio, with a control signal flat, not every such curve was filed as active; inconclusive = small, poorly fitted or top-dose-only effect, or effect the other way, or a change in a side signal; inactive = no such curve, though single readings can be large or run the other way; the % refers to the signal ratio; note: potency is the fitted concentration of half-maximal effect; % is set by controls: 0 for no effect and ±100 for the full control effect
Target sequence (Q9NR56 whole entry, looked up): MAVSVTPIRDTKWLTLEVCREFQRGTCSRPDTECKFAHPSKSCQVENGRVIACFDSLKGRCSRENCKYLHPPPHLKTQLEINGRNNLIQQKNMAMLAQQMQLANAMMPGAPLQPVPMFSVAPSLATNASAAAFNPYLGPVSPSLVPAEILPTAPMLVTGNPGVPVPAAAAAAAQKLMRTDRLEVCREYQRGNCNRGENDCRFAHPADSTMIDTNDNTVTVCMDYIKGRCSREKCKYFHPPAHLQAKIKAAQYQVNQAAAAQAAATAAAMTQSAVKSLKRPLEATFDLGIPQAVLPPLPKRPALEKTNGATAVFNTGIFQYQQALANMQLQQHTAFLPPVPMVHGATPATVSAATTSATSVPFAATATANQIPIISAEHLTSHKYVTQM
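His-tagged MBNL1 binding to biotinylated (CUG)12 RNA was measured by TR-FRET using terbium anti-His antibody (0.055 ng/ul final) and streptavidin-XL665 (5 nM final). Compounds were titrated 92 nM to 58 uM; 60 min at room temperature.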
NPC1 promoter act: activators of NPC1 promoter | Potency, µM (series often up to 9.22 µM), for the others: top-dose activation, usual class: activators | Huh7 NPC1 promoter luciferase reporter, 24 h | hit rate 2.4% among 320,000;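 note: potency is the fitted concentration of half-maximal effect; % of control where 0% means no effect; nearly all actives have a fitted effect of over 60% in size; reporter is driven by a mutant NPC1 promoter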
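In 1536-well qHTS, Huh7 cells harboring an NPC1 promoter–luciferase construct received compound for 24 h; activation was quantified by luminescence following luciferase reagent addition.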
* hit, by the source's call; ? = inconclusive; . = not tested or not shown; & = joins results of further samples; [ ] = another dose, or the depositor's remark. Unless noted, calls come from the whole dose curve; as a rule, active = well fitted curve in the direction sought with a large enough effect; inconclusive = small, poorly fitted or top-dose-only effect, or another doubt; inactive = no such curve, though single readings can be large; an effect the other way counts as inactive or inconclusive.

SMILES	Rab9 promoter act	Menin MLL FP TR	Mito fusion act	RORgamma inh	PKM2 act	ELG1 repair inh	FLuc counter	VP16 counter	KCNH2 3.1 inh	MBNL1 CUG block	NPC1 promoter act
COc1ccc(S(=O)(=O)Nc2ccc3c(c2)n(C)c(=O)n3C)cc1	-4%	-5%	-3%	37%	?	?	5%	-8%	24	3%	-6%
COc1ccccc1N1C(=O)c2ccc(C(=O)Nc3ccccc3O)cc2C1=O	0%	-24%	4%	7%	.	5%	?	-10%	7	?	0%
O=C(COc1ccc2cc(Br)ccc2c1Br)N1CCOCC1	18%	.	-15%	33%	.	17%	?	11%	-5	44%[activator]	4%
CCOc1ccc2[nH]c(C)c(CN3CCN(CC)CC3)c(=O)c2c1	0%	-16%	10%	-1%	11%	10%	4%	4%	-8	3%	4%
CCOCCCNc1ncc2c(n1)CC(c1ccc(C)cc1)CC2=O (stereo unspecified)	-5%	-12%	1%	2%	2%	-16%	0%	-5%	22	12%	-1%
O=C(NCN1C(=O)C2C3C=CC(C3)C2C1=O)Nc1ccccc1O (stereo unspecified)	3%	11%	-1%	-8%	1%	?	4%	-14%	7	4%	-5%
COc1ccc(-c2nonc2NC(=O)c2ccco2)cc1OC	8%	.	0%	-4%	.	12%	8%	-5%	13	-5%	6%
COc1cccc(C(C)NC(=O)c2ccncc2)c1 (stereo unspecified)	2%	-13%	-3%	-3%	0%	-7%	0%	0%	1	1%	1%
Nc1nc2n(n1)C(c1ccco1)CC(c1ccccc1)N2 (stereo unspecified)	0%	-1%	-2%	17%	-4%	0%	-2%	-1%	-15	-2%	-2%
COc1ccccc1/C=C/C=N/NC(=O)CC1C(=O)NN=C1C (stereo unspecified)	-2%	.	-2%	-16%	-7%	17%	-7%	2%	-2	?	0%
COc1ccc(OC)c(-c2csc(NC(=O)COC(=O)C3CCC3)n2)c1	-4%	.	2%	.	.	14%	?	.	0	.	-5%
CC(=O)c1ccc(O)c(CO)c1	1%	0%	0%	-8%	-32%	12%	1%	2%	5	-3%	-3%
Cc1ccc(S(=O)(=O)NCc2ccccc2)cc1C(=O)NCc1ccccn1	0%	.	-1%	1%	-8%	4%	0%	-5%	-1	1%	-3%
CSc1ncc(CN2CCN(C3CCCCC3)C(CCO)C2)cn1 (stereo unspecified)	11%	0%	-4%	3%	-8%	-2%	0%	1%	-4	-7%	-2%
CCOC(=O)C1CCCN(S(=O)(=O)c2ccc(-n3cnnn3)c(C)c2)C1 (stereo unspecified)	-2%	-3%	3%	?	-1%	1%	3%	14%	10	-11%	-2%

Next section:
SMILES	Rab9 promoter act	Menin MLL FP TR	Mito fusion act	RORgamma inh	PKM2 act	ELG1 repair inh	FLuc counter	VP16 counter	KCNH2 3.1 inh	MBNL1 CUG block	NPC1 promoter act
COc1cc(-c2nnc(COC(=O)c3cc(C)no3)o2)cc(OC)c1OC	1%	.	-1%	-10%	1%	-24%	3%	1%	4	1%	-2%
CCC(CC)Nc1ccc(C(CC(N)=O)NC(=O)c2ccccc2)cc1[N+](=O)[O-] (stereo unspecified)	-5%	0%	0%	19%	2%	?	1%	-10%	4	?	-1%
CCc1nn(CCCC(=O)NCc2ccc(C)cc2)c(=O)c2cc3occc3n12	2%	-15%	?	17%	.	7%	1%&-11%	-28%	13	-6%	-1%
COCCN(Cc1ccc(C)c(Br)c1)C(=O)Cn1cnc(S(=O)(=O)N2CCCC2)c1	7%	.	-2%	1%	.	9%	1%	9%	-4	-2%	1%
Cc1cc(C)cc(OCC(=O)NNC(=O)c2ccoc2C)c1	-10%	19%	-2%	4%	1%	14%	-2%	-6%	-4	-7%	1%
OCc1nc2c(ccc3ccccc32)[nH]1	-2%	5%	2%	12%	-1%	?	-4%	-6%	31	-7%	3%
CCOC(=O)CC1=C(C(=O)OCC)C(c2cccnc2)C(C#N)=C(N)O1 (stereo unspecified)	-3%	.	-3%	-4%	-1%	6%	4%	16%	-12	-6%	-1%
COC(=O)c1ccc(C(=O)OC)c(NC(=O)c2cnc3n(c2=O)CCS3)c1	3%	2%	2%	1%	3%	-1%	4%	-3%	4	0%	-3%
CC1CCCCC1N1CCN(C(=O)c2cccc(F)c2)CC1 (stereo unspecified)	5%	-7%	13%	-23%	-13%	-19%	0%	-28%	15	-18%	0%
CCOc1ccc(CNC(=O)CCCN2C(=O)C(c3ccccc3)Oc3cccnc32)cc1 (stereo unspecified)	1%	-8%	-9%	-2%	-4%	-2%	1%	-8%	-9	1%	2%
CCCC(=O)N(CCN(C(=O)CCC)c1ccccc1)c1ccccc1	9%	18%	9%	-24%	0%	-12%	-2%	18%	-19	2%	-1%
O=C(CSc1n[nH]c(=O)n1C1CC1)Nc1ccccc1	-1%	.	-3%	-19%	1%	19%	2%	-5%	-6	-2%	2%
CSc1ccc(C2CC(=O)Nc3c2c(=O)n(C)c(=O)n3C)cc1 (stereo unspecified)	-9%	.	-1%	9%	-1%	-1%	-1%	1%	10	1%	-2%
O=C1N/C(=N\S(=O)(=O)Cc2ccccc2)S/C1=C/c1cc([N+](=O)[O-])ccc1O	0%	.	8%	1%	-45%	6%	?	-6%	3	?	-2%
COc1ccc(-c2cc(C(=O)NCCN3CCOCC3)c3ccccc3n2)c(OC)c1	.	-11%	1%	-8%	0%	.	2%	-10%	12	-1%	.

Filtered by structure: the compounds so far with an aryl thioether with sulfur outside any ring
SMILES	Rab9 promoter act	Menin MLL FP TR	Mito fusion act	RORgamma inh	PKM2 act	ELG1 repair inh	FLuc counter	VP16 counter	KCNH2 3.1 inh	MBNL1 CUG block	NPC1 promoter act
CSc1ncc(CN2CCN(C3CCCCC3)C(CCO)C2)cn1 (stereo unspecified)	11%	0%	-4%	3%	-8%	-2%	0%	1%	-4	-7%	-2%
O=C(CSc1n[nH]c(=O)n1C1CC1)Nc1ccccc1	-1%	.	-3%	-19%	1%	19%	2%	-5%	-6	-2%	2%
CSc1ccc(C2CC(=O)Nc3c2c(=O)n(C)c(=O)n3C)cc1 (stereo unspecified)	-9%	.	-1%	9%	-1%	-1%	-1%	1%	10	1%	-2%

The results go on:
SMILES	Rab9 promoter act	Menin MLL FP TR	Mito fusion act	RORgamma inh	PKM2 act	ELG1 repair inh	FLuc counter	VP16 counter	KCNH2 3.1 inh	MBNL1 CUG block	NPC1 promoter act
COc1ccc(CC(=O)NNS(=O)(=O)c2ccccc2[N+](=O)[O-])cc1	-1%	0%	5%	-1%	.	10%	3%	-18%	3	?	4%
COc1cc(C2c3c([nH]c(=O)[nH]c3=O)Nc3ccc4ccccc4c32)ccc1O (stereo unspecified)	11%	?	2%	35%	20%	10%	?	5%	3	.	-7%
CCc1cc(C(=O)O)c(NC(=O)c2cc(OC)c(OC)c(OC)c2)s1	-1%	?	-5%	22%	6%	?	8.5µM*	-28%	2	-17%	-1%
CCOc1ncccc1C(=O)OCC(=O)NC1CCCCCC1	1%	.	7%	.	.	2%	-1%	.	-9	.	1%
CC(C)c1ccc(NC2=CC(=O)CC(C)(C)C2)cc1	14%	-11%	-3%	3%	.	?	-18%	-20%	-5	6%	23%
c1ccc2c(c1)CCc1snnc1-2	0%	-13%	1%	-4%	0%	-23%	1%	-2%	-41	2%	2%
O=C(NNC1=C(C(=O)C(F)(F)F)CCC1)c1ccc(Cl)cc1	5%	?	6%	11µM*	-3%	?	-4%	?	-2	5%	-1%
O=C1CCC(C(=O)OCc2c(Cl)cccc2Cl)N1 (stereo unspecified)	-3%	-15%	1%	-19%	0%	15%	-1%	-4%	-35	17%	-7%
COc1ccc(C(=O)Oc2cccc3cccnc23)cc1[N+](=O)[O-]	-6%	-3%	-4%	2.2µM*	0%	8%	2%	3.2µM*	-11	?	-4%

This is a subset; rates above refer to the full screens.
